Screening data as filed in PubChem BioAssay.
Smad3 FoxH1 inh – Smad3/FoxH1 peptide binding inhibitors, primary screen, biochemical, TR-FRET | Mothers against decapentaplegic homolog 3 (Homo sapiens), P84022 | TR-FRET Smad3/Dy647-FoxH1 peptide binding, europium anti-His | inhibition, % at 25 µM | 0.29% of 88,000 active | AID 630, 2007;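 active means compounds that reduce the energy-transfer binding signal between the protein and its labelled peptide by more than half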;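 further: 0% = Smad3 plus labelled peptide maximal FRET and 100% = peptide-only background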
Target sequence (P84022 whole entry, looked up): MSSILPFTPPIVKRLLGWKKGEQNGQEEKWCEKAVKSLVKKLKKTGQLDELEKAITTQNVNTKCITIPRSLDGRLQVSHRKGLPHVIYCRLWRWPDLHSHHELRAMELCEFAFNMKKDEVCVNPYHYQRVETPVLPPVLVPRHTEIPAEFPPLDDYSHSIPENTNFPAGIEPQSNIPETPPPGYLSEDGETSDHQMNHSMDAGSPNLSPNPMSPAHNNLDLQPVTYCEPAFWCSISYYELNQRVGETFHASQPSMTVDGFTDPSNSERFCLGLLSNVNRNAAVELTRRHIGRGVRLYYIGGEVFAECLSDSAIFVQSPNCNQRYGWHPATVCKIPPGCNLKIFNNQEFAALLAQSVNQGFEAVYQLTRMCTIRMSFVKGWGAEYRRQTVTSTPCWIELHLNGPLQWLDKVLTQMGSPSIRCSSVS
Candida biofilm – clotrimazole potentiators killing Candida biofilms, primary screen, with clotrimazole, Alamar Blue. C. albicans biofilm + clotrimazole. inhibition, % at 6 µM. 0.14% of 85,000 active. AID 834, 2007;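 active means inhibition above 20%; inactive means inhibition below 20%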;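 further: preformed 24 hr biofilms exposed to compound for 48 hr; 0% = biofilm without compound and 100% = blank killed by clotrimazole plus chlorhexidine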
PTPN22 inh 2 – PTPN22 phosphatase inhibitors, primary screen, biochemical, DiFMUP fluorescence, 2 µM | Tyrosine-protein phosphatase non-receptor type 22 (Homo sapiens), Q9Y2R2 | recombinant LYP catalytic domain | inhibition, % at 2 µM | 0.21% of 96,000 active | AID 640, 2007;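 active means inhibition at 2 µM at or above a set limit, the screen mean plus 3 SD, cut at about 24% in these data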;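 further: 0% = DMSO with enzyme and 100% = enzyme fully blocked by orthovanadate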
F-actin modifier – modifiers of F-actin cytoskeleton organization, primary screen, imaging, HUVEC, phalloidin staining, high-content imaging; inhibition, % at 2 µM; HUVEC TNFa F-actin phalloidin imaging; 0.18% of 91,000 active;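 active means inhibition above the batch mean plus 3 SD and confirmed as a hit by visual image inspection, cut at about 30% in these data, passing the limit was not always enough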; further: strong numbers were not always called active
HUVEC tox TNFa – cytotoxicity in TNFa-stimulated HUVEC, primary screen, cytotoxicity control for VCAM1 expression modulator project, imaging, Hoechst nuclei count; 0.17% of 93,000 active; cell count reduction, % at 2 µM; HUVEC TNFalpha-stimulated, Hoechst cell count;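 active means cell count reduction exceeding the screen mean by over 5 SD, scaled to untreated wells per plate, cut at about 78% in these data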;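 further: cells counted after 24 h of TNF alpha exposure following the 1 h pretreatment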
IL1B cytotox – cytotoxicity in IL-1B stimulated HUVEC, primary screen, cytotoxicity control for IL-1B NFkB translocation project, imaging, Hoechst nuclear count, IL-1B stimulus | HUVEC cell count loss | 0.41% of 94,000 active | cell count reduction, % at 2 µM | AID 845, 2007;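 active means cell count reduction more than 3 SD above the screen-wide mean, cut at about 70% in these data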;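 further: normalized per plate to untreated control cells as the no-loss baseline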
VCAM1 TNFa inh – inhibitors of TNFa-induced VCAM1 expression, primary screen, imaging, HUVEC, TNFa stimulus, immunofluorescence; HUVEC TNFa-induced VCAM-1 immunofluorescence, high-content imaging; inhibition, % at 2 µM; 0.48% of 95,000 active; AID 802, 2007;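 active means inhibition above the batch mean plus 3 SD, with images confirmed as a hit by eye, cut at about 37% in these data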;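 further: 0% = TNF-stimulated DMSO wells and 100% = unstimulated control wells; not every result past the cut was called active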
MT1-MMP txn act – MT1-MMP promoter reporter activation – cell-based, luciferase luminescence, primary screen | activation factor at 10 µM | AID 750, 2007 | HT1080 MT1-MMP promoter luciferase reporter, overnight; stronger effect = higher value | 0.16% of 86,000 active;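 active means activation factor of at least 2 for MT1-MMP transcription at 10 µM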
DAT uptake mod – changed hDAT dopamine uptake under cocaine IC80, either direction, primary screen, cocaine antagonist project, cell-based, LLC-PK1 hDAT, [14C]-dopamine uptake, MLSMR. 1.3% of 110,000 active. B-score at 10 µM. AID 449768, 2010. Sodium-dependent dopamine transporter (Homo sapiens), Q01959. LLC-PK1 hDAT cells, [14C]-dopamine uptake with cocaine IC80; actives deviate in either direction;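 active means Z score or B-score, a plate-position-corrected score, falls beyond the plate's 99.7% confidence bounds, in either direction; inactive means both scores lie inside the 99.7% bounds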;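 further: scored against the spread of the other compound wells on the same plate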
Target sequence (Q01959 whole entry, looked up): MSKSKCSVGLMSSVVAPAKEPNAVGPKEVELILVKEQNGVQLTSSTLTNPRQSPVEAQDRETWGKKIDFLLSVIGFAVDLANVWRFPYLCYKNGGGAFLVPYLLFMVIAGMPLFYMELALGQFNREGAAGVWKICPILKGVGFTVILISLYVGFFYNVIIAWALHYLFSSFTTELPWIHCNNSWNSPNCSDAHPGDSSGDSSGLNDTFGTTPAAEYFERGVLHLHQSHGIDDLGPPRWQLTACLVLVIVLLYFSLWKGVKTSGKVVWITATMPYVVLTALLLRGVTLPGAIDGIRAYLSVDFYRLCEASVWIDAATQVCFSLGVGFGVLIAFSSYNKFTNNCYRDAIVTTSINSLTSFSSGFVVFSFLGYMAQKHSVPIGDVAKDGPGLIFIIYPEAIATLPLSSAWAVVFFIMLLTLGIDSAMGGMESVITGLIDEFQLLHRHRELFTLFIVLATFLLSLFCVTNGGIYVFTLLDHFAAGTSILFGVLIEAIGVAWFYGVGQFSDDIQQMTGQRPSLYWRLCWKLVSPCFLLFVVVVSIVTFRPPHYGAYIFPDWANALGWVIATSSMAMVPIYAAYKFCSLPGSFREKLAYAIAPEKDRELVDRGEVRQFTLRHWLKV
Active calls of the source: *; nt = no result given; [ ] = dose if it differs, or a comment.

SMILES	Smad3 FoxH1 inh	Candida biofilm	PTPN22 inh 2	F-actin modifier	HUVEC tox TNFa	IL1B cytotox	VCAM1 TNFa inh	MT1-MMP txn act	DAT uptake mod
O=CN1Cc2[nH]c3ccccc3c2N(c2ccc(Cl)cc2)C1=O	1.2	-1.3	-1.2	-19.0	-27.6	-17.1	6.8	1.1	-1.38
c1ccc(Oc2cccc(OCCn3cncn3)c2)cc1	5.3	0.4	-8.9	-13.6	6.5	-16.4	-10.4	1.1	-0.68
Cc1nnc2sc(-c3cccc(NC(=O)c4ccc(-c5cccc(Cl)c5)o4)c3)nn12	-5.5	3.6	16.0	8.5	2.6	-87.2	-6.7	0.9	nt
C=CCn1cc(C(=O)NCc2ccco2)c(=O)c2cc(S(=O)(=O)N3CCCCCC3)ccc21	-3.0	nt	0.1	-3.7	-3.9	6.8	-6.5	0.9	3.26*
O=c1c2ccccc2nc(CSc2nnnn2-c2ccccc2)n1-c1ccccc1	6.7[fluorescence artefact?]	4.5	nt	nt	nt	nt	nt	1.2	0.262
O=C(O)C1C(c2ccccc2)C(C(=O)OCc2ccco2)C1c1ccccc1 (stereo unspecified)	2.1	0.3	nt	nt	nt	nt	nt	1.1	1.48
CCSc1nnc(NC(=O)CSc2nnc(-c3c[nH]c4ccccc34)n2CC)s1	-12.5	10.4	4.9	-15.2	-0.5	-7.6	-1.7	nt	-0.498
CCN1CCN(C(=S)c2ccc(OCC(=O)N3CCOCC3)cc2)CC1	-2.5	-4.0	3.8	16.2	-8.0	-4.3	11.1	1	-0.344
Clc1ccccc1Cn1nnc2c(NCCN3CCOCC3)ncnc21	-5.6	7.4	nt	nt	nt	nt	nt	1.2	-0.87
CSC(=Nc1ccccc1)C1=C(O)COC1=O	-4.9	9.4	-0.7	-2.2	0.8	19.9	-4.3	1.2	-0.417
COc1ccc(OC)c2sc(NC(=O)CCS(=O)(=O)c3ccccc3)nc12	1.2	2.8	-1.4	6.7	4.1	5.6	49.5*	1.1	0.106
O=C(Nc1ccccc1Cl)O/N=C(/c1ccccc1)c1ccccn1	nt	nt	1.5	-5.5	9.5	-21.6	-11.3	nt	-1.3
Cc1ccc(-c2nn3c(-c4ccco4)nnc3c3ccccc23)cc1S(=O)(=O)NCC1CCCO1 (stereo unspecified)	-4.2[fluorescence artefact?]	4.2	4.8	nt	-5.0	3.5	-2.3	1.1	1.69
NC(=O)c1c(NC(NC(=O)c2ccco2)(C(F)(F)F)C(F)(F)F)sc2c1CCCC2	12.2	8.7	-4.4	-1.2	-12.3	-16.4	14.4	1.1	-0.0985
CN(C(=O)c1cccc(C#N)c1)c1nnc(-c2ccccn2)s1	-6.1	-1.4	-7.8	-2.7	-8.4	4.8	22.4	1.3	-0.997

Reprinted at random: 2 entries already listed, in no set order.
SMILES	Smad3 FoxH1 inh	Candida biofilm	PTPN22 inh 2	F-actin modifier	HUVEC tox TNFa	IL1B cytotox	VCAM1 TNFa inh	MT1-MMP txn act	DAT uptake mod
COc1ccc(OC)c2sc(NC(=O)CCS(=O)(=O)c3ccccc3)nc12	1.2	2.8	-1.4	6.7	4.1	5.6	49.5*	1.1	0.106
CCSc1nnc(NC(=O)CSc2nnc(-c3c[nH]c4ccccc34)n2CC)s1	-12.5	10.4	4.9	-15.2	-0.5	-7.6	-1.7	nt	-0.498

Additional entries:
SMILES	Smad3 FoxH1 inh	Candida biofilm	PTPN22 inh 2	F-actin modifier	HUVEC tox TNFa	IL1B cytotox	VCAM1 TNFa inh	MT1-MMP txn act	DAT uptake mod
CCOC(=O)c1cccc(NC(=O)CS(=O)(=O)Cc2nc(-c3cccc(OC)c3)oc2C)c1	14.1	8.5	nt	nt	nt	nt	nt	1	0.0203
Cc1cccc(CN2CCC(C(N)=O)CC2)c1	3.5	3.1	-2.4	-8.4	-8.2	nt	13.9	1.1	-0.871
CCN(CCNC(=O)C1CCCN(S(=O)(=O)c2cnc[nH]2)C1)c1ccccc1 (stereo unspecified)	4.1	-1.3	-3.8	7.5	-43.2	-12.5	16.0	1	0.447
COc1ccc(CN(C(=O)c2nsc(Cl)c2Cl)C(C(=O)NC2CCCCC2)c2ccc(OC)cc2)cc1 (stereo unspecified)	nt	nt	8.3	-6.9	4.6	-3.6	-2.1	nt	-0.57
CCCc1ncc(C(O)c2ccc(OC)cc2)n1C (stereo unspecified)	0.6	-3.6	nt	nt	nt	nt	nt	1.1	0.504
Cc1ccc(-n2c(-c3ccccc3)cc(=O)nc2C)cc1	-5.8	-0.8	1.0	6.7	-7.3	-8.3	-9.4	1.2	-0.696
COC(=O)c1sc(NC(=O)c2ccoc2C)nc1C	11.2	2.7	-6.8	-3.3	-8.6	-22.2	6.7	1.2	-0.0258
CCNc1ccc(C(=O)OCC)cc1NC(=O)c1cc(S(=O)(=O)N2CCOCC2)ccc1C	1.8	3.6	-7.4	8.6	-31.6	-14.6	14.4	1.3	-0.959
O=C(COc1ccc(S(=O)(=O)NCc2ccccc2)cc1)N1CCOCC1	0.0	5.6	-2.0	-3.0	3.2	-44.5	10.1	1.2	-1.27
CN(C(=O)COc1cccc(Br)c1)C1CCS(=O)(=O)C1 (stereo unspecified)	-0.7	9.4	0.5	4.2	0.0	-0.5	5.6	1	-0.718
COc1ccc(/C(O)=C(\C#N)c2nc3ccccc3n2C)cc1OC	nt	nt	-2.1	30.2	-8.0	7.9	-21.3	nt	1.42
COc1cc2cc(C(=O)O)[nH]c2c(OC)c1OC	9.3	5.5	-0.1	2.3	8.0	6.8	-10.2	1.3	0.17
Cc1ccsc1C(=O)OCC(=O)c1cc(C)n(CC2CCCO2)c1C (stereo unspecified)	44.1[fluorescence artefact?]	1.8	1.7	-9.2	-26.9	-13.3	-18.9	0.1	1.58
O=C(O)CC(c1ccccc1)n1cccc1 (stereo unspecified)	-1.5	0.6	0.3	5.9	-32.6	-18.8	3.3	1.3	-0.00961
CC(=O)N(NC(=O)c1ccccc1Cl)C1CC(=O)N(c2ccc(C)cc2)C1=O (stereo unspecified)	nt	nt	-1.9	0.3	11.7	-35.4	8.9	nt	2.33
CC(C)(C)C(=O)/C=c1\[nH]c(=O)/c(=C\c2ccc(C#N)cc2)s1	7.7	3.3	-0.1	-32.9	8.3	-6.1	-0.3	1.2	-0.0484
COC(=O)c1sc(NC(=O)COc2cccc3ccccc23)nc1C	-19.4	6.0	14.7	-20.4	-0.4	-8.2	9.1	1.2	-0.778
CCOc1cc(C(c2c(C)[nH][nH]c2=O)c2c(C)[nH][nH]c2=O)ccc1OC(=O)c1cccc([N+](=O)[O-])c1	5.7	-2.2	0.9	-2.4	8.9	16.0	16.6	1	0.735
Cc1ccc(CC(=O)Nc2nc3ccccc3[nH]2)cc1C	-16.1	1.8	6.2	-34.0	15.6	13.3	-15.5	1.3	-0.642
CCOC(=O)C(=O)Nc1ccc2c(c1)OCO2	5.2	9.7	-5.9	-11.7	-9.8	-69.1	16.6	nt	-1.01
COc1ccc(CNC(=O)CCCNS(=O)(=O)c2cccc3nonc23)cc1	-19.4	-2.5	nt	nt	nt	nt	nt	1.2	-0.312
COC(=O)CCCC[C@@H]1SC[C@@H](NC(=O)OC)[C@@H]1NC(=O)OC	10.5	7.7	17.7	-9.8	-6.4	4.3	4.0	1	-0.262
COc1ccc(-c2cn(/N=C/c3ccc(Cl)cc3Cl)c(N)n2)cc1	0.0	4.1	12.3	1.8	-2.4	5.5	-10.2	1	0.483
CCOC(=O)COc1ccc(S(=O)(=O)Nc2ccc3c(c2)OCO3)cc1	3.2	0.3	7.0	-19.8	10.0	27.9	-3.4	0.9	-0.572
CCCCN1CC(O)=C(c2nc(-c3ccc(Cl)cc3)cs2)C1=N	-43.4[fluorescence artefact?]	6.1	2.5	nt	-6.8	3.8	15.8	1	-0.759
Cc1nc(SCc2ccccc2C)n[nH]1	5.0	-1.1	12.6	8.0	nt	7.4	-25.5	1.2	0.436
Cc1cnc(C(=O)OCC(=O)N(C(C)C)C(C)C)cn1	-5.1	-0.3	4.9	-2.4	-8.4	13.9	-3.6	1.1	-0.697
CCCCN(C(=O)Cn1nnc2ccccc21)C(C(=O)NCCOC)c1cccs1 (stereo unspecified)	0.9	8.2	6.4	7.0	nt	-0.9	-10.8	1.3	0.0165
CC(C)C(=O)Nc1cccc(NC(=S)NC(=O)c2ccc(Cl)cc2)c1	nt	nt	1.2	1.3	-9.3	21.3	-8.0	nt	1.15
Cc1ccc(S(=O)(=O)N(CC(=O)N2CCOCC2)CC(=O)N2CCOCC2)cc1	-5.6	9.2	9.1	1.4	-2.5	-40.6	-17.4	1.1	-0.00198
COc1ccc(OC)c(NS(=O)(=O)c2ccc(NC(C)=O)cc2)c1	9.4	1.5	3.0	-7.9	-8.9	-7.3	7.1	1.1	-0.0992
CNS(=O)(=O)c1ccc(Oc2ccc(S(=O)(=O)NC)cc2)cc1	7.1	4.3	-6.0	21.2	nt	-1.5	nt	1	-0.0191
O=C(NC1CCCCCC1)C1CCN(C(=O)Cc2ccccc2)CC1	7.7	8.3	7.2	-23.3	-9.0	-18.1	7.4	1.1	0.849
O=C(CN1C2CCCC1CC(NC(=O)c1ccco1)C2)Nc1ccccc1C(F)(F)F (stereo unspecified)	nt	nt	6.9	2.1	5.7	-27.7	-3.2	1	-0.0255
Cc1cc(C)n(Cc2ccc(NC(=O)c3nn(C)cc3[N+](=O)[O-])cc2)n1	nt	nt	14.4	8.1	-15.5	-4.0	-7.3	nt	-0.242
O=C1CC(c2cccc(Cl)c2)C(n2cncn2)C(=O)C1C1NCCc2ccccc21 (stereo unspecified)	-2.2	3.6	2.3	-12.4	-21.6	4.1	23.3	1.1	1.09
O=C(NCc1ccccn1)C1CCN(S(=O)(=O)c2cccs2)CC1	-6.0	4.5	-7.5	-35.6	-7.5	-4.3	7.1	1.2	-1.2
CCOC1(OCC)C(c2ccc(Cl)cc2)C(C#N)(C#N)C1(OCC)OCC (stereo unspecified)	nt	nt	-0.1	0.1	-4.1	11.7	17.1	nt	nt
Cc1cc(C2C(C#N)=C(N)SC(N)=C2C#N)c(C)s1	21.5[fluorescence artefact?]	nt	4.7	-0.8	-15.3	20.2	11.8	1	nt
CC(=O)c1c(N2CCCCC2)nc(=S)n(Cc2ccccc2)c1C	nt	nt	0.8	27.5	-22.7	-31.8	0.8	nt	-0.874
Cn1c(NC(=O)c2ccco2)c(-c2ccccc2Cl)c(=O)c2ccccc21	-20.7	1.4	-6.1	9.8	-10.7	-24.4	-2.3	1.1	-0.565
Cc1cc2n(c(=O)c1C#N)CCCN2c1cccc(Cl)c1	4.0	6.8	-3.0	-12.9	-6.5	35.0	0.1	1.1	0.0372
CC(=O)C1=C(O)C(=O)N(c2ccc(S(N)(=O)=O)cc2)C1c1ccccc1F (stereo unspecified)	-11.4	4.7	3.9	-19.9	-4.5	-25.0	23.3	1.1	-1.09
CC(C)(C)CC(=O)Nc1nnc(-c2cccs2)s1	-6.0	-0.3	3.0	8.3	-8.1	6.8	12.3	1.9	1.72
Cc1[nH]c2ccccc2c(=O)c1CN(C)Cc1ccccc1	6.8	7.4	-5.1	0.0	-1.9	-17.2	6.1	1.4	0.371

The list is partial; count on the stated rates, not on these rows.
